Screening results (PubChem BioAssay)
H1N1 NS1A inhibition: NS1A inhibition, H1N1 influenza, cell based functional assay (AID 504329); NS1A functional cell-based assay, percent inhibition; higher % means a stronger effect; inhibition, % at 12.5 µM, or IC50 in µM where a hit was titrated; 340,000 compounds, 0.3% hits; in the data active = a potency from the dose series; inconclusive = inhibition above about 27% without an active follow-up result; note: strong numbers were not always called active
VEEV TC-83 Vero: inhibitors of VEEV TC-83 cytopathic effect, confirmation, Vero cells (AID 588727) | 350,000 compounds, 0.13% hits | one-dose inhibition, % at 20 µM; IC50 in µM for titrated hits | Vero cells, VEEV TC-83 cytopathic effect inhibition; higher % means a stronger effect; in the data active = a potency from the dose series; inconclusive = inhibition mostly from about 14% at the one dose, without a potency; inactive = the rest, 99 in 100 with inhibition below about 12%; note: strong numbers were not always called active
M. tuberculosis HTS: M. tuberculosis growth inhibition, HTS (AID 449762); M. tuberculosis H37Rv growth inhibition, 7H9 media; higher % means a stronger effect; inhibition, % at 25 µM; hits with a dose series show IC50 in µM; 330,000 compounds, 0.59% hits; in the data active = a potency from the dose series; inconclusive = inhibition above about 70% without an active follow-up result;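 note: bacterial growth assessed after seven days of incubation; strong numbers were not always called active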
Salmonella PhoP GFP: PhoP regulon inhibitors, Salmonella typhi PhoP promoter GFP reporter, confirmatory (AID 1850); Salmonella Typhi PhoP-promoter GFP reporter, fluorescence, 4 h; higher % means a stronger effect; inhibition, % at 50 µM, or IC50 in µM where a hit was titrated; 310,000 compounds, 0.33% hits; in the data active = a potency from the dose series; inconclusive = inhibition mostly from about 25% at the one dose, without a potency; inactive = the rest, 99 in 100 with inhibition below about 19%;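 note: 0% = induced wells with vehicle and 100% = uninduced wells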
tuberculosis growth: growth inhibition of non-replicating M. tuberculosis (AID 488890). Mycobacterium tuberculosis non-replicating, growth inhibition; higher % means a stronger effect. one-dose inhibition, % at 25 µM; IC50 in µM for titrated hits. 320,000 compounds, 0.39% hits; in the data active = a potency from the dose series; inconclusive = inhibition mostly from about 82% at the one dose, without a potency; inactive = the rest, 99 in 100 with inhibition below about 76%;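 note: plate controls were DMSO cells for no effect and high antibiotic wells for full effect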
VEEV TC-83 Vero 10K pilot screen: also measured in VEEV TC-83 Vero; calls as there; inhibition, %; measured here: 10K pilot screen inhibition
Starred values were filed as active, the others as inactive; i = inactive; u = inconclusive; x = no result given.

SMILES	H1N1 NS1A inhibition	VEEV TC-83 Vero	M. tuberculosis HTS	Salmonella PhoP GFP	tuberculosis growth	others
O=C(CN1CCN(c2ccccc2F)CC1)Nc1ccc2c(c1)CCC2	-5%	i	3%	-4%	43%
Cc1ccc(O)c(C(=O)CC(=O)c2ccc(Cl)cc2)c1	5%	u	u	-2%	u
O=C(CSc1ccc(Br)cc1)NCC1(N2CCCCC2)CCCCC1	-1%	1.8%	x	x	x
CCOC(=O)C1CCN(Cc2nnnn2CCc2ccccc2)CC1	-7%	0.1%	-10%	5%	4%
COc1ccc(C(=O)Nc2ccccc2N2CCOCC2)cc1S(=O)(=O)N1CCCC1	-11%	6.8%	8%	x	41%
COc1ccc(N2C(=O)CSC2c2ccc3c(c2)OCO3)cc1 (stereo unspecified)	-3%	i	10%	9%	33%
NS(=O)(=O)c1cccc(NC(=O)CSc2ncnc3ccccc23)c1	4%	0.2%	3%	21%	-2%
Clc1ccc(C(c2nnnn2C2CCCC2)N2CCN(c3nc4ccccc4s3)CC2)cc1 (stereo unspecified)	5%	4.2%	-18%	0%	x
COc1ccccc1CCNS(=O)(=O)c1cn(C)nc1C	15%	0.1%	3%	3%	4%
COCCCNc1nc(CC(C)C)nc2c1nnn2Cc1ccccc1	-2%	0.6%	7%	6%	18%
COc1ccccc1NC(=S)NC(=O)/C=C/c1ccco1	5%	1.5%	4%	0%	-3%
CC(C)/C=C1\CCc2c([nH]c3ccccc23)C1=O	-6%	1.7%	21%	-7%	8%
CN(C)c1cc[n+](Cc2ccccc2)cc1	0%	i	-6%	-3%	-8%
Cc1nc2nc3c(c(=O)n2[nH]1)CCC3	1%	2.1%	-3%	3%	-1%
CC[C@H](C)[C@@H](C(=O)NCCCCCCCCCCC(=O)N1CCN(C(=O)OC(C)(C)C)CC1)n1cc(CCCCCNC(=O)OC(C)(C)C)nn1	12%	3.2%	7%	-12%	33%
Cc1nc(CN2CCN(C(=O)c3ccc(C(C)(C)C)cc3)CC2)cs1	-18%	i	-3%	-9%	15%	VEEV TC-83 Vero 10K pilot screen=0.0
Cc1ccc2cc(C)c3nnc(SCc4ccc(C(=O)O)cc4)n3c2c1C	-13%	i	-7%	-6%	1%
COc1ccc(C(=O)COC(=O)/C=C/c2ccccc2)c(OC)c1	4%	0.1%	-5%	x	12%
O=C(NCC(c1ccco1)N1CCN(c2ccccc2)CC1)C(=O)NC1CCCCC1 (stereo unspecified)	-7%	i	0%	4%	x
Cc1ccn2c(-c3csc(NCc4ccccc4)n3)c(C)nc2c1	6%	9.3%	47µM*	2%	20%
Cc1nc(C)c(-c2csc(Nc3ccc(O)cc3C)n2)s1	-7%	0.1%	-8%	-3%	2%
CN(C(=O)c1cccc(S(=O)(=O)N2CCCC2)c1)C1CCCCC1	2%	i	9%	x	3%
COc1ccc(-c2[nH]c(-c3ccc4c(c3)OCO4)nc2-c2ccccc2)cc1	2%	6.4%	38%	-2%	41%
COCC(=O)N1CCN(c2cccc(Cl)c2)CC1	-2%	1.5%	-2%	10%	6%
CC1Cc2nc(SCC(=O)Nc3ccc4c(c3)OCCO4)n(C)c(=O)c2S1 (stereo unspecified)	-2%	i	1%	8%	33%
CCOC(=O)c1c(C)c(C)n(Cc2ccc(OC)c(OC)c2)c1C	4%	0.1%	0%	-5%	16%
Cc1cccc2c3nc4ccccc4nc3n(C)c12	14%	9.1%	1%	3%	63%
C[C@H]1CCC[C@]2(C)C[C@H]3OC(=O)C(CN4CCCCCC4)[C@H]3C=C12 (stereo partly specified)	-31%	u	5%	-1%	68%
NCC(CC(=O)O)C1CCCCC1 (stereo unspecified)	-3%	2.1%	-3%	1%	-12%
Cc1ccc(C)c(NC(=O)Nc2ccc3c(c2)OCO3)c1	-7%	3.5%	6%	-1%	1%
CC(C)Oc1ccc(CC2(CCc3ccncc3)C(=O)NC(=O)NC2=O)cc1	-2%	i	-1%	1%	0%
CC(=O)n1cc([C@@H]2C=C(C(=O)NCc3ccccc3)O[C@H](OCCCCO)C2)c2ccccc21	-18%	8.6%	29%	-2%	32%
CCC(C)Sc1nc(O)c(Cc2ccccc2)c(=O)[nH]1 (stereo unspecified)	0%	6.7%	-4%	-10%	-3%
Oc1ccc(/C=N/Nc2nc(-c3ccc(Cl)cc3)cc(C(F)(F)F)n2)cc1	-2%	13%	14%	1%	65%
Cc1cccc(C(=O)Nc2ccc(C(=O)N/N=C/c3cccnc3)cc2)c1	4%	3.6%	3%	9%	12%
CCn1cc(C(=O)NC2CCCCC2)c(=O)c2ccc(C)nc21	2%	7.0%	-9%	9%	18%
C=CCNC(=S)NNC(=O)C(CCCC)CC(O)COCC(C)C (stereo unspecified)	0%	i	-16%	9%	37%
S=C(NCC1CCCO1)N1CCN(c2nc(-c3ccccc3)cs2)CC1 (stereo unspecified)	5%	2.9%	6%	-2%	29%
Cc1ccc(Oc2cc(NC(=O)CCCn3nc(C)c([N+](=O)[O-])c3C)cc([N+](=O)[O-])c2)cc1	-5%	2.4%	u	-1%	14%
CC(C)(C)N1C(=O)[C@H]2[C@@H](c3ccc(Br)cc3)N3C(=O)N(c4cccc(Br)c4)C(=O)[C@@]3(Cc3ccccc3)[C@H]2C1=O	-4%	0.9%	-1%	0%	20%
CCC(=O)NC(=S)Nc1ccc(OC)cc1OC	2%	2.4%	3%	-1%	-15%
CCn1c(SCC#N)nc2cc(S(=O)(=O)N3CCOCC3)ccc21	-5%	i	-28%	-3%	-8%
O=C(O)C(c1ccccc1)C(O)C1CC=CCC1 (stereo unspecified)	5%	1.0%	x	x	x
CCCOC(=O)c1ccc(NC(=O)C2C3C=CC(O3)C2C(=O)O)cc1 (stereo unspecified)	1%	1.3%	u	-34%	9.3µM*
CCc1ccc(NCc2ccc(OC)c(Cn3ccnc3)c2)cc1	11%	i	22µM*	-24%	u
Cc1ccc(CN(C)CC(=O)Nc2cccc([N+](=O)[O-])c2)o1	19%	0.9%	0%	-10%	74%
CC(=O)c1ccc(OCc2cccc(C(F)(F)F)c2)cc1O	4%	i	46%	-7%	55%
O=C(CCC(=O)N1CCOc2ccc(Cl)cc21)NCCCN1CCN(c2ccccc2F)CC1	6%	0.4%	1%	3%	34%
Nc1nc(-c2ccc3c(c2)CCCC3)cs1	6%	3.6%	-13%	-20%	x
N[C@@H](Cc1ccccc1)C(=O)N1CCC(C(=O)NCC(=O)Nc2ccc(F)cc2)CC1	4%	1.2%	5%	-11%	8%
O=C(C/C=N/OCc1c(Cl)cccc1Cl)c1cnc(-c2ccccc2)s1	4%	6.1%	10%	0%	4%
CC(NCc1ccc(OCC(N)=O)cc1)C12CC3CC(CC(C3)C1)C2 (stereo unspecified)	20%	0.1%	-7%	7%	-5%
COc1ccccc1C(=O)NC(=S)Nc1ccc(N2CCN(C(=O)c3ccco3)CC2)cc1	-6%	7.0%	12%	-6%	22%
COc1ccc(CCNC(=O)c2ccc(CNS(=O)(=O)c3ccc(C(C)(C)C)cc3)cc2)cc1OC	-5%	2.8%	6%	-7%	4%
COc1ccc(S(=O)(=O)N(CC(=O)N2CCOCC2)c2cc(Cl)ccc2OC)cc1OC	2%	0.5%	-7%	-8%	9%
CCOC(=O)N1CCC(N(CCOC)C(=O)Nc2ccc(C)c(C)c2)CC1	3%	3.2%	-6%	8%	9%	VEEV TC-83 Vero 10K pilot screen=1.1
O=C(Cn1nc(-c2cccs2)ccc1=O)Nc1ccc(Br)cc1	-10%	i	-4%	-2%	5%
O=C1CS/C(=N\N=C\c2ccccc2Cl)N1CC1CC1	-14%	4.5%	16%	9%	-7%
O=C(c1cc2ccccc2o1)N(Cc1nnc(-c2ccccc2Cl)o1)C1CC1	3%	9.5%	-1%	4%	57%
O=C(NCCC(=O)N1CCN(c2ccccc2F)CC1)c1ccco1	-4%	1.6%	0%	-6%	-8%

Next structures follow.
SMILES	H1N1 NS1A inhibition	VEEV TC-83 Vero	M. tuberculosis HTS	Salmonella PhoP GFP	tuberculosis growth	others
CCOc1ccc(/C=N/NC(=O)c2cccc3ccccc23)c(OCC)c1	-1%	5.6%	0%	0%	-4%
CCOc1ncccc1C(=O)N1CCN(c2ccc(C(F)(F)F)cn2)CC1	0%	0.4%	7%	7%	12%
CCCCc1nnc(NC(=O)CCSc2ccccc2)s1	4%	2.7%	-4%	-14%	57%
CCOC(=O)[C@H]1[C@H]2COc3ccccc3[C@@H]2N2C(=O)CNC(=O)[C@@]12C	11%	i	-1%	x	-4%
Cc1ccccc1C1NC(=O)Cc2ccccc21 (stereo unspecified)	1%	0.6%	2%	2%	-3%
CCc1nnc(NC(=O)C2CCN(C(=O)NC3CCCCC3)CC2)s1	-3%	6.4%	-2%	1%	22%
O=S(=O)(Nc1ccccc1OC(F)F)c1ccc(S(=O)(=O)N2CCCC2)cc1	2%	1.3%	-10%	x	0%
COc1ccc(Nc2nc(C(=O)NCCCN3CCOCC3)cs2)cc1	-1%	3.8%	-18%	13%	-7%
Cc1ccc(NC(=O)c2cc3cccc([N+](=O)[O-])c3[nH]2)cc1	3%	2.8%	3%	4%	1%
C/C(=N/Nc1ccc(C(=O)c2c(C)cc3ccccn23)cc1[N+](=O)[O-])c1ccc(O)cc1	6%	u	x	x	x
COc1cc(/C=N/NC(=O)c2cc(C)oc2C)ccc1O	14%	0.9%	-2%	2%	3%
Cc1ccc(CSc2ccc(-c3ccc4c(c3)OCO4)nn2)cc1	3%	i	-11%	-11%	43%
COc1ccc(NC(=O)COC(=O)CCc2ccccc2)c(OC)c1	-6%	0.9%	2%	4%	-2%
Nc1ccc(-c2nnc(-c3ccc(-c4ccccc4)cc3)o2)cc1	-9%	2.3%	8%	11%	42%
COc1ccc(-n2nc3c(c2NC(=O)C2CC2)CS(=O)(=O)C3)cc1	-11%	3.1%	-4%	-3%	-19%

Not a retest: an excerpt of the list.
SMILES	H1N1 NS1A inhibition	VEEV TC-83 Vero	M. tuberculosis HTS	Salmonella PhoP GFP	tuberculosis growth	others
Nc1ccc(-c2nnc(-c3ccc(-c4ccccc4)cc3)o2)cc1	-9%	2.3%	8%	11%	42%
COc1ccc(-n2nc3c(c2NC(=O)C2CC2)CS(=O)(=O)C3)cc1	-11%	3.1%	-4%	-3%	-19%

Going on with the list.
SMILES	H1N1 NS1A inhibition	VEEV TC-83 Vero	M. tuberculosis HTS	Salmonella PhoP GFP	tuberculosis growth	others
Cc1cccc(C(=O)Nc2cc(Cl)ccc2-n2cncn2)c1[N+](=O)[O-]	-12%	1.6%	0%	1%	-7%
CN(C)S(=O)(=O)c1cccc(NC(=S)N/N=C/c2cc(Br)ccc2O)c1	-4%	10%	1%	20%	5%
COC(=O)c1ccccc1NC(=O)Cn1c(CCC(=O)O)ccc1-c1cccs1	6%	i	11%	10%	10%
O=S(=O)(Nc1ccccc1Cl)c1ccc2[nH]c(=S)oc2c1	0%	1.9%	-9%	-11%	8%

In the list so far, 9 have two or more sulfur atoms:
SMILES	H1N1 NS1A inhibition	VEEV TC-83 Vero	M. tuberculosis HTS	Salmonella PhoP GFP	tuberculosis growth	others
NS(=O)(=O)c1cccc(NC(=O)CSc2ncnc3ccccc23)c1	4%	0.2%	3%	21%	-2%
Cc1nc(C)c(-c2csc(Nc3ccc(O)cc3C)n2)s1	-7%	0.1%	-8%	-3%	2%
CC1Cc2nc(SCC(=O)Nc3ccc4c(c3)OCCO4)n(C)c(=O)c2S1 (stereo unspecified)	-2%	i	1%	8%	33%
S=C(NCC1CCCO1)N1CCN(c2nc(-c3ccccc3)cs2)CC1 (stereo unspecified)	5%	2.9%	6%	-2%	29%
CCn1c(SCC#N)nc2cc(S(=O)(=O)N3CCOCC3)ccc21	-5%	i	-28%	-3%	-8%
CCCCc1nnc(NC(=O)CCSc2ccccc2)s1	4%	2.7%	-4%	-14%	57%
O=S(=O)(Nc1ccccc1OC(F)F)c1ccc(S(=O)(=O)N2CCCC2)cc1	2%	1.3%	-10%	x	0%
CN(C)S(=O)(=O)c1cccc(NC(=S)N/N=C/c2cc(Br)ccc2O)c1	-4%	10%	1%	20%	5%
O=S(=O)(Nc1ccccc1Cl)c1ccc2[nH]c(=S)oc2c1	0%	1.9%	-9%	-11%	8%
